JNK3 inh: blocks human JNK3 kinase activity; P53779; purified JNK3 kinase activity, HTS; inhibition, % at 8 µM; 0.61% of 60,000 active; AID 746; in the data active = inhibition above about 17%;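 also: 0% = DMSO and 100% = reference inhibitor; many of its hits are not listed in these tables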
Hsp90 inh: displaces geldanamycin probe from tumor Hsp90 | P07900 | NCI-N417 lysate Hsp90, Cy3B-geldanamycin FP displacement | inhibition, % at 30 µM | 0.35% of 64,000 active | AID 429;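 active = inhibition above 50%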;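 also: 0% = tracer plus lysate wells and 100% = tracer alone without lysate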
FXIIa mix inh: inhibitors of human coagulation factor XIIa, pooled mixtures. P00748. purified FXIIa, fluorogenic substrate. inhibition, % at 5 µM. 0.2% of 62,000 active. AID 684;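 also: 0% = enzyme without compound and 100% = no enzyme blank; some results filed as inactive read as strong as hits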
MMP13 inh: inhibitors of human MMP13. P45452. MMP-13 fTHP FRET cleavage, Mca fluorescence. inhibition, % at 4 µM. 0.07% of 65,000 active. AID 570;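 active = inhibition above the mean of compound-free control plate wells plus 3 SD, cut at about 14% in these data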;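 also: 0% = DMSO wells and 100% = wells with reference MMP-13 inhibitor after basal subtraction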
MKP-1 inh: blocks human MKP-1 phosphatase activity. recombinant MKP-1, OMFP hydrolysis fluorescence. 0.15% of 65,000 active. inhibition, %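 (compounds tested at a single concentration somewhere between 10 and 100 µM)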. P28562. AID 374;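 active = inhibition above about 50%, limit read from the data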;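 also: 0% = DMSO max control wells and 100% = wells with enzyme stopped by NaOH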
Target sequence (P28562 whole entry, looked up): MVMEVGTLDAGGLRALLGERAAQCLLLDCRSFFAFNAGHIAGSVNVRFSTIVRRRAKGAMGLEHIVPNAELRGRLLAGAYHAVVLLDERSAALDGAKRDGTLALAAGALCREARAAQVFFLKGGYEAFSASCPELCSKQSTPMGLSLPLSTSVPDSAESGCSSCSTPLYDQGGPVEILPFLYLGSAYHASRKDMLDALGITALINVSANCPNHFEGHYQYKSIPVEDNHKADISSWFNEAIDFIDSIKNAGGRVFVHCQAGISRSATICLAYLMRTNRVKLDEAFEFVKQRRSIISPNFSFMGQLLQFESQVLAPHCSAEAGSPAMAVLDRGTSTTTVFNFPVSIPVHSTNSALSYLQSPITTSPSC
FXIa inh mix: inhibitors of human coagulation factor XIa, pooled mixtures. inhibition, % at 5 µM. P03951. 0.19% of 62,000 active. purified FXIa, fluorogenic substrate;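 also: each value is inhibition by a whole ten-compound pool holding the compound; 0% = enzyme with no mixture and 100% = wells lacking enzyme; strong numbers were not always called active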
Target sequence (P03951 19-387 limits assumed): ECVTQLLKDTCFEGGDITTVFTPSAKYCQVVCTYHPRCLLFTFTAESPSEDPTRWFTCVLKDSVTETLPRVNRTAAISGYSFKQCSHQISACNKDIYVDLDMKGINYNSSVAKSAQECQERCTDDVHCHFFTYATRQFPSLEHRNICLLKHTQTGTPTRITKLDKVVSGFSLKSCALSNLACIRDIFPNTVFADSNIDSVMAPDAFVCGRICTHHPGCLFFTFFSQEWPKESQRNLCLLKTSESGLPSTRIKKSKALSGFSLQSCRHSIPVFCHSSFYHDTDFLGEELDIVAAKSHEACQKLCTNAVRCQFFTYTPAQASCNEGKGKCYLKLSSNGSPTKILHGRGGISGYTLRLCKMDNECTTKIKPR
Target sequence (P03951 388-625 limits assumed): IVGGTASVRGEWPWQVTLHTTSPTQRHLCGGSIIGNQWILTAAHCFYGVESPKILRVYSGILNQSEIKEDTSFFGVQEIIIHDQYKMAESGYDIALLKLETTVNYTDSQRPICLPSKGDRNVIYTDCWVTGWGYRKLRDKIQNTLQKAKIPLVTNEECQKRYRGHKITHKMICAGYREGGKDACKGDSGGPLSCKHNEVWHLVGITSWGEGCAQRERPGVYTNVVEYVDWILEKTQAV
AP complement: orthogonal test for alternative complement pathway inhibitors; AID 1235; inhibition, % at 5 µM; Human serum alternative complement pathway, LPS-coated ELISA, C3 deposition; tested in compound mixtures; 0.08% of 62,000 active;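 active = inhibition above 30% in each of the two pooled mixtures holding the compound, so the lower value exceeds 30%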;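 also: 0% = serum in Mg-EGTA without compound and 100% = EDTA serum blank; some compounds past the cut are filed as inactive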
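Test system – human serum alternative complement pathway, C3 deposition on LPS-coated wells · Buffer or medium – diluted human serum in Mg2+-EGTA GVB++ · Compound dosing – 5 µM each compound, pools of ten, 50 µM per pool · Schedule – 1 h serum-compound exposure at 37 °C · Measured by – Anti-C3 ELISA, OD 450 nm · Read-out basis – percent inhibition of C3 deposition onto LPS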
Cdc25B inh: human M-phase inducer phosphatase 2 inhibition. inhibition, %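 (compounds tested at 10 µM final in the well)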. P30305. 0.1% of 65,000 active. recombinant Cdc25B, OMFP fluorescence Ex485/Em525; in the data active = inhibition above about 50%
Abs 340nm: compounds absorbing at 340 nm. AID 708. 65,000 tested, under 10 active. fold change at 10 µM. compound absorbance at 340 nm, fold over control;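 active = at 10 µM dose, initial 340 nm absorbance at least 2 fold that of control wells; inactive = change under 2 fold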;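 also: initial absorbance extrapolated from kinetic A340 decline of NADH oxidation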
Starred values were filed as active, the others as inactive; x = not tested or not shown; & = joins results of further samples; [ ] = another dose, or the depositor's remark. Rule as the data show it, unless noted: active = inhibition above about 20% (passing the limit was not always enough); inactive = the rest.

SMILES	JNK3 inh	Hsp90 inh	FXIIa mix inh	MMP13 inh	MKP-1 inh	FXIa inh mix	AP complement	Cdc25B inh	Abs 340nm
CCOC(=O)Cc1csc(NC(=O)COc2ccc(N(C)S(=O)(=O)c3cccs3)cc2)n1	x	x	7	2	15	6	1	-4	1
O=c1n(-c2cccc(Cl)c2)c(=O)n2n1CCC2	-5	-4	2	4	27	7	22	-5	1.1
COc1ccc(CNC(=O)CS(=O)Cc2nc(-c3ccc(C)cc3)oc2C)cc1 (stereo not given)	6	-2	3	2	6	4	8	-14	1
CNc1oc(-c2cccc3ccccc23)nc1C#N	2	-11	2	-499[fluorescence artefact?]	-10	-10	-9	6	1.1
O=C(NCC1CCCO1)c1c(O)c2c([nH]c1=O)CCCC2 (stereo not given)	-3	-2	11	-7	-39	5	-1	7	0.97
COc1cccc2cc(C(=O)NC(C)C3CCCO3)c(=O)oc12 (stereo not given)	-4	-12	-14	-2	10	-5	12	-5	1.1
Oc1ccccc1C1=Nc2ncnn2C(c2ccccc2)C1 (stereo not given)	5	-3	13	0	-21	5	-16	-11	1.1
O=C(CSc1ccc2nnc(-c3ccncc3)n2n1)N1CCc2ccccc21	1	-3	-7	2	8	8	16	5	1
CCOC(=O)N1CCN(C(=O)CSc2ccccc2)CC1	6	1	2	-3	2	0	-20	-10	1
CCCOc1ccc(C(C)=O)cc1CSCCC#N	6	1	3	-5	-17	7	26	7	1.1
O=S(=O)(NCCOc1ccc(F)cc1)c1ccc2c(c1)OCCO2	3	-2	-16	3	-2	2	3	-11	0.99
CCOc1ccc(NC(=O)CSc2nc3c(c(=O)n2-c2ccccc2OC)SCC3)cc1	-8	-5	6	6	31	9	10	-9	1.1
CN(C(=O)c1ccncc1)c1nnc(-c2cccnc2)s1	0	-1	2	-7	-12	1	3	-14	0.99
Nc1nonc1-n1nnc(C(=O)O)c1-c1cccs1	3	1	-25	4	-1	-5	13	-11	1
COc1ccc(-c2cn3c(C)c(C(=O)N4CCN(c5ccc(OC)cc5)CC4)sc3n2)cc1	1	0	14	0	19	1	29	-3	1
COc1ccc(-c2cc(C(F)(F)F)n3nc(C(=O)Nc4cc(C)on4)cc3n2)cc1OC	4	-6	-3	2	36	-5	2	-10	1.1
CCN(CC)C(=O)COc1ccc(Br)cc1Cl	-1	-4	14	6	-3	7	9	-11	1
Cc1nc2ccccn2c1P(=Nc1ccccc1)(N(C)C)N(C)C	-10	0	13	-7	5	-6	6	-13	1
Cc1ccc(S(=O)(=O)NCC2CCC(C(=O)NCCCN3CCOCC3)CC2)cc1 (stereo not given)	-4	0	4	-4	4	10	6	-17	1
Cc1nnc(NC(=O)CCSc2ccccc2)s1	-4	-3	0	0	6	8	6	6	1.1

A few values from the entries so far:
MMP13 inh with `COc1ccc(-c2cc(C(F)(F)F)n3nc(C(=O)Nc4cc(C)on4)cc3n2)cc1OC` = 2
MMP13 inh with `COc1ccc(CNC(=O)CS(=O)Cc2nc(-c3ccc(C)cc3)oc2C)cc1` (stereo not given) = 2
MMP13 inh with `Cc1ccc(S(=O)(=O)NCC2CCC(C(=O)NCCCN3CCOCC3)CC2)cc1` (stereo not given) = -4
FXIa inh mix with `CCOC(=O)N1CCN(C(=O)CSc2ccccc2)CC1` = 0
JNK3 inh with `COc1ccc(-c2cn3c(C)c(C(=O)N4CCN(c5ccc(OC)cc5)CC4)sc3n2)cc1` = 1

Further compounds:
SMILES	JNK3 inh	Hsp90 inh	FXIIa mix inh	MMP13 inh	MKP-1 inh	FXIa inh mix	AP complement	Cdc25B inh	Abs 340nm
O=C(C1CCN(S(=O)(=O)N2CCOCC2)CC1)N1CCN(Cc2ccc3c(c2)OCO3)CC1	-5	-2	5	4	11	8	2	2	0.99
Cc1ccc(S(=O)(=O)NCC(c2cccnc2)N(C)C)cc1 (stereo not given)	x	2	7	-4	3	4	2	-11	1
O=C(NC1CCCCCCC1)C1CCC(CNc2c(N3CCCC3)c(=O)c2=O)CC1 (stereo not given)	2	-1	3	6	-5	2	1	-7	1
CCn1cc(S(=O)(=O)CC(=O)Nc2cc(C)ccc2C)c2ccccc21	5	0	-18	0	2	5	3	-8	1
Cc1onc(-c2ccccc2)c1C(=O)N1CCCN(C(=O)c2c(-c3ccccc3)noc2C)CC1	1	-4	-4	3	11	3	-4	-4	1
CCCn1c(O)c(CN2CCCCC2)c(C)c(C#N)c1=O	7	-4	-2	-9	20	8	0	0	1.1
COCc1nnc(NS(=O)(=O)c2ccc(Br)cc2)s1	-1	-5	7	3	2	8	9	-6	1
CCCCc1c(O)n2c(nc3ccccc32)[nH]c1=O	3	1	-2	0	7	13	7	-7	1
Cc1cc(C(F)(F)F)nc(SCC(=O)Nc2ccccc2)n1	-1	-1	5	2	13	-17	14	0	1.1
CCCOc1ccc(C2c3c(oc4cc(C)c(C)cc4c3=O)C(=O)N2CCCN2CCOCC2)cc1 (stereo not given)	4	-3	-13	1	39	-3	26	-5	1.1
O=C(CN1CCN(S(=O)(=O)c2cc(Cl)ccc2Cl)CC1)Nc1ccc2c(c1)OCCO2	-4	0	-3	6	20	3	5	-6	1
COC(=O)C1C(=O)CC(C)(O)C(C(=O)OC)C1c1ccc2c(c1)OCO2 (stereo not given)	0	-2	-20	4	4	3	-7	-10	1
O=C(O)c1ccc(CN(c2ccccn2)S(=O)(=O)c2ccccc2)cc1	6	-3	7	-12	5	9	27	-3	1.1
Cc1cc(NC(=O)c2cc(C)on2)no1	3	-21	11	3	3	9	3	1	1
Cc1cc(C)nc(NCC(O)CNc2ccccc2Cl)n1 (stereo not given)	x	2	14	-1	28	9	3	-3	1
Cc1ccc(N2C(N)=C(C#N)C(c3cccnc3)C3=C2CCCC3=O)cc1 (stereo not given)	-2	-4	1	5	1	12	11	-12	1
O=C(O)C1CCN(c2ncccn2)CC1	0	-2	5	0	-11	10	7	-7	1
Cc1ccc2nc(-c3ccc(NC(=O)CN4CCN(C(=O)c5ccco5)CC4)cc3)sc2c1	-4	-4	0	-90[fluorescence artefact?]	10	0	6	-4	1.1
O=C(Nc1nc2c(s1)CCCC2)c1cccnc1	-4	x	1	6	0	8	6	7	1.1
COc1cc(-c2nnc3sc(Cc4ccc(Cl)cc4)nn23)cc(OC)c1OC	1	-4	4	6	29	3	6	-2	1

2 entries picked at random from those above:
SMILES	JNK3 inh	Hsp90 inh	FXIIa mix inh	MMP13 inh	MKP-1 inh	FXIa inh mix	AP complement	Cdc25B inh	Abs 340nm
Cc1ccc(N2C(N)=C(C#N)C(c3cccnc3)C3=C2CCCC3=O)cc1 (stereo not given)	-2	-4	1	5	1	12	11	-12	1
CCn1cc(S(=O)(=O)CC(=O)Nc2cc(C)ccc2C)c2ccccc21	5	0	-18	0	2	5	3	-8	1

Returning to the listing with the three entries that preceded the break.
SMILES	JNK3 inh	Hsp90 inh	FXIIa mix inh	MMP13 inh	MKP-1 inh	FXIa inh mix	AP complement	Cdc25B inh	Abs 340nm
Cc1ccc2nc(-c3ccc(NC(=O)CN4CCN(C(=O)c5ccco5)CC4)cc3)sc2c1	-4	-4	0	-90[fluorescence artefact?]	10	0	6	-4	1.1
O=C(Nc1nc2c(s1)CCCC2)c1cccnc1	-4	x	1	6	0	8	6	7	1.1
COc1cc(-c2nnc3sc(Cc4ccc(Cl)cc4)nn23)cc(OC)c1OC	1	-4	4	6	29	3	6	-2	1
O=S(=O)(c1ccccc1)N1CCN(S(=O)(=O)c2ccccc2)C1	-7	-2	11	3	-1	-18	-1	0	1.1
CC1CN(Cc2cc(=O)n3ccsc3n2)CC(C)O1 (stereo not given)	x	1	-1	3	-24	0	9	-17	1.1
CCS(=O)(=O)N1CCCC(C(=O)NCC2CCCO2)C1 (stereo not given)	5	-2	0	-3	-2	-15	27	-12	0.97
O=C(Nc1ccccc1)N(CCN1CCOCC1)Cc1ccccc1F	6	2	0	-4	-11	-1	11	6	1
Cc1ccc(CNc2ccc3c(c2)OCO3)c(C)c1	-5	16	1	1	-9	6	7	1	1.1
Cn1nc(C(=O)Nc2ccc(S(=O)(=O)N3CCCC3)cc2)ccc1=O	-9	3	-17	-2	-5	-6	10	-7	1
O=S(=O)(NCCc1ccncc1)c1cc(Br)ccc1F	1	-12	7	2	-1	21	2	0	0.98
Cc1cc(C(C#N)c2ccccc2)n2ncnc2n1 (stereo not given)	-8	18	-10	-3	5	6	-5	2	1.1
Cc1cc(C)c2cc(CN(CCO)C(=O)Nc3ccc(F)cc3)c(=O)[nH]c2c1	0	-1	15	0	31	2	0	-16	1
CCOc1cc(S(=O)(=O)NC2CCCCCC2)ccc1F	4	-6	8	1	14	3	10	-11	1
CCOC(=O)C(CC)Sc1nc2c(cnn2-c2ccccc2)c(=O)[nH]1 (stereo not given)	8	-2	3	-11	8	6	26	-4	1
COc1cc(OC)cc(-n2c3nc4ccccc4nc3c3c(=O)n(CC4CCCO4)cnc32)c1 (stereo not given)	7	-4	0	-4	24	-5	20	-5	1.1
O=C1NC2NC(=O)N(C(Cc3ccccc3)C(=O)O)C2N1 (stereo not given)	4	-2	-20	-2	3	-1	-13	-8	1
CCOc1cccc(C2c3c(oc4ccccc4c3=O)C(=O)N2c2ccccn2)c1 (stereo not given)	-7	2	1	1	2	4	-6	-2	1.1
CCOc1ccccc1-n1c(SCC(=O)N2CCOCC2)nnc1-c1ccccn1	-1	-1	6	0	27	1	18	5	1
Cc1cc(NS(=O)(=O)c2cccs2)no1	-6	-1	13	-2	10	-1	8	7	1
COC(=O)c1cc2oc3ccccc3c2n1Cc1ccccn1	3	-2	-18	-1	16	13	16	1	0.99
COCCOC(=O)C1=C(C)NC(C)=C(C(=O)OC(C)C)C1c1cccc([N+](=O)[O-])c1 (stereo not given)	5	-3&1	-15	-2	-5	7	20	6	1
CC(=O)Nc1nnc(SCC(=O)NCCOc2ccccc2)s1	7	0	4	-6	12	4	22	-7	1
Cn1c(/N=C/c2cccs2)nc2ccccc21	-2	-2	5	1	2	6	18	-8	1.1
Clc1ccc(OCCn2cnc3ccccc32)cc1	5	3	8	3	0	3	-7	-10	1.1
COc1cccc(NC(=O)CN(c2cccc(F)c2)S(C)(=O)=O)c1	3	-6	-2	4	-6	7	16	9	1
O=C(c1cccnc1)N(Cc1ccccc1)c1ccccc1	-2	-6	11	0	4	9	7	-2	1
COc1ccc(C2CC(c3ccccc3)Nc3nc(NC(=O)c4ccco4)nn32)cc1 (stereo not given)	-3	-1	5	3	-3	12	0	-1	1
